PME-1 inh – PME-1 inhibitors via competitive probe labeling, primary screen, biochemical, fluorescence polarization, FP-Rh probe, HTS; Protein phosphatase methylesterase 1 (Homo sapiens), Q9Y570; recombinant PME-1; inhibition, % at 5.9 µM; 320,000 compounds, 0.53% hits;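 active = inhibition above the campaign mean of all compounds plus 3 SD, cut at about 26% in these data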;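 note: competitive labeling of PME-1 active site by serine hydrolase directed probe; 0% = PME-1 with DMSO and 100% = wells lacking PME-1 enzyme; inhibitors block probe labeling so polarization falls and inhibition rises; many of its hits are not listed in these tables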
Target sequence (Q9Y570 whole entry, looked up): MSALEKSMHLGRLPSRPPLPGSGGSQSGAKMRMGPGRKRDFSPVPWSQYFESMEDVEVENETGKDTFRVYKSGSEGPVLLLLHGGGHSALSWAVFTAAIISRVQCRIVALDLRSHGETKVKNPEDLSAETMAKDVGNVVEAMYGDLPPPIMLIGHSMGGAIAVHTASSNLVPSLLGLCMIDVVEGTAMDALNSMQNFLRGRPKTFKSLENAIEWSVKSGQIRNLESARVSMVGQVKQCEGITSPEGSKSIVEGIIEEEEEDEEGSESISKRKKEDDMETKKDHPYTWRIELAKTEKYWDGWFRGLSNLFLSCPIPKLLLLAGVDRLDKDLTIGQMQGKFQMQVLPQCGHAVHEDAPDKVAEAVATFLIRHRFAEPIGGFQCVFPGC
PAFAH1B2 FP inh – PAFAH1B2 enzyme inhibitors, primary screen, biochemical, fluorescence polarization, human; Platelet-activating factor acetylhydrolase IB subunit alpha2 (Homo sapiens), P68402; recombinant PAFAH1B2, FP-rhodamine activity probe; inhibition, % at 3.39 µM; 340,000 compounds, 1.2% hits;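 active = inhibition above the mean of all tested compounds plus 3 SD, cut at about 24% in these data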;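 note: 0% = enzyme with DMSO and 100% = wells lacking PAFAH1B2; many of its hits are not listed in these tables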
LYPLA2 counter – LYPLA2 inhibitors, primary screen, counter-screen for PME1 inhibitor project, biochemical, fluorescence polarization, FP-Rh probe ABPP; inhibition, % at 5.9 µM; Acyl-protein thioesterase 2 (Homo sapiens), O95372; AID 2177, 2009; 320,000 compounds, 0.38% hits; recombinant LYPLA2;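 active = inhibition above the screen-wide mean plus 3 SD, limit set per campaign, cut at about 26% in these data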;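 note: 0% = LYPLA2 with DMSO and 100% = wells lacking LYPLA2 enzyme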
pPAFAH inh – pPAFAH enzyme inhibitors, primary screen, biochemical, fluorescence polarization, human. recombinant pPAFAH, FP-rhodamine probe fluorescence polarization. inhibition, % at 3.39 µM. 330,000 compounds, 1.5% hits. Platelet-activating factor acetylhydrolase (Homo sapiens), Q13093;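 active = inhibition above the mean inhibition across the screen plus 3 SD, cut at about 25% in these data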;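 note: inhibitors block binding of the rhodamine activity-based probe so polarization drops; 0% = enzyme with DMSO and 100% = wells lacking pPAFAH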
PAFAH1B3 FP inh – PAFAH1B3 enzyme inhibitors, primary screen, biochemical, fluorescence polarization, human; recombinant PAFAH1B3, FP-rhodamine probe; inhibition, % at 3.39 µM; AID 492972, 2010; Platelet-activating factor acetylhydrolase IB subunit alpha1 (Homo sapiens), Q15102; 340,000 compounds, 0.28% hits;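 active = inhibition above the screen-wide average of all tested compounds plus 3 SD, cut at about 25% in these data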;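 note: 0% = enzyme with DMSO only and 100% = wells lacking PAFAH1B3 protein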
PAFAH2 inh – PAFAH2 enzyme inhibitors, primary screen, biochemical, fluorescence polarization, human; Platelet-activating factor acetylhydrolase 2, cytoplasmic (Homo sapiens), Q99487; recombinant PAFAH2, FP-rhodamine activity probe; inhibition, % at 3.39 µM; 340,000 compounds, 0.99% hits;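 active = inhibition above the mean over all tested compounds plus 3 SD, cut at about 30% in these data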;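 note: inhibitors block probe labeling of enzyme so polarization drops; 0% = enzyme with DMSO and 100% = wells lacking PAFAH2 protein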
GSTO1 inh – inhibitors of recombinant GSTO1, primary screen, counter-screen for RBBP9 inhibitor project, biochemical, fluorescence polarization. Glutathione S-transferase omega-1 (Homo sapiens), P78417. activity-based probe fluorescence polarization. inhibition, % at 5.96 µM. 300,000 compounds, 1.1% hits;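 active = inhibition above the campaign mean inhibition plus 3 SD, cut at about 35% in these data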;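 note: 0% = GSTO1-1 with DMSO and 100% = wells lacking GSTO1-1 enzyme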
Target sequence (P78417 whole entry, looked up): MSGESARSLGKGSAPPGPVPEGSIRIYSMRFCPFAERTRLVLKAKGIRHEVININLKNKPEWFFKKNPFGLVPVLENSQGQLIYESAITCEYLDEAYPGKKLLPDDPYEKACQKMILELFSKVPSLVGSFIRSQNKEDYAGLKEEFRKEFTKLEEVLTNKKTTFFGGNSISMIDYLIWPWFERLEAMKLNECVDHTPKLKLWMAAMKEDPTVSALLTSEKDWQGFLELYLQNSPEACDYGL
LYPLA1 counter – LYPLA1 inhibitors, primary screen, counter-screen for PME1 inhibitor project, biochemical, fluorescence polarization, FP-Rh probe ABPP; Acyl-protein thioesterase 1 (Homo sapiens), O75608; recombinant LYPLA1; inhibition, % at 5.9 µM; 320,000 compounds, 0.16% hits;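 active = inhibition above the mean of all tested compounds plus 3 SD, set per campaign, cut at about 14% in these data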;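 note: inhibitors block serine hydrolase probe labeling of LYPLA1 so polarization falls; 0% = enzyme with DMSO and 100% = wells lacking LYPLA1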
Target sequence (O75608 whole entry, looked up): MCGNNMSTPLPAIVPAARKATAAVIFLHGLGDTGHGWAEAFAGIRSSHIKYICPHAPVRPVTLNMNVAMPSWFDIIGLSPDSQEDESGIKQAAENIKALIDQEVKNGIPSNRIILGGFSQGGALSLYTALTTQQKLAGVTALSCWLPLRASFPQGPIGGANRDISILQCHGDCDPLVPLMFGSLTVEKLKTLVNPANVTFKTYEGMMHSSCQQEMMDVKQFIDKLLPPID
PAD4 inh – human PAD4 inhibitors, primary screen, biochemical, fluorescence polarization, 1536-well format; inhibition, % at 6.36 µM; recombinant PAD4, RCA probe fluorescence polarization; AID 485272, 2010; 330,000 compounds, 0.41% hits;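 active = percent inhibition above a cutoff equal to the mean of all tested compounds plus 3 SD, cut at about 15% in these data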;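 note: 0% = PAD4 with RCA probe and DMSO and 100% = probe without PAD4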
The depositor's hits bear a star; x = not tested or not shown. An excerpt; rates above refer to the full screens.

SMILES	PME-1 inh	PAFAH1B2 FP inh	LYPLA2 counter	pPAFAH inh	PAFAH1B3 FP inh	PAFAH2 inh	GSTO1 inh	LYPLA1 counter	PAD4 inh
O=C(O)C1C2CCC(C2)C1C(=O)NCCc1ccccc1 (stereo not given)	-2.8	4.5	6.6	0.0	0.8	-2.5	2.4	6.3	-6.4
Cc1ccc(CCNC(=O)CCCn2nc(C)c3c(C)n(-c4ccc(C)cc4)nc3c2=O)cc1	1.0	5.9	5.7	2.5	4.4	3.5	-4.4	4.2	0.1
CCOC(=O)Cc1csc(NC(=O)c2cccc(OC)c2)n1	-0.2	5.0	3.1	1.0	3.8	-3.9	3.6	2.1	-5.2
Cc1cccc(OCCn2ccnc2)c1	7.5	6.8	-5.8	8.8	7.3	0.4	3.8	-2.9	-3.7
Cc1oncc1C(=S)Nc1ccccc1	0.4	-1.7	18.3	4.6	3.4	-3.9	2.0	2.0	-1.1
CC[n+]1c(C)n(-c2ccccc2)c2ccc(NC(C)=O)cc21	0.6	1.1	0.2	5.5	0.7	8.4	0.7	0.8	-4.7
Nn1c(SCc2cccc(C(F)(F)F)c2)nnc1-c1ccco1	-8.5	-3.1	3.5	0.8	-4.9	-5.2	-0.6	1.0	-0.2
COc1ccc(N2C(=O)c3ccc(C(=O)Nc4ccc(NC(C)=O)cc4)cc3C2=O)cc1	-1.4	-1.2	-0.5	0.8	2.0	-2.2	-1.0	0.1	2.6
NNC(=O)c1ccc(CSc2nc3ccccc3[nH]2)cc1	-50.0	-2.4	-50.5	-22.2	0.2	-1.7	-8.3	-26.1	-5.2
COc1cccc(N2CN(CCc3ccccc3)CNC2=S)c1	3.5	x	-4.8	-1.0	x	x	4.7	-2.5	-4.6
O=C(Cn1ccc(C(F)(F)F)n1)N/N=C/c1cccs1	-1.9	-5.9	1.9	4.1	3.3	1.0	-1.7	-1.0	-2.2
CCN(CC)c1nc(N)nc(NS(=O)(=O)c2ccc(Cl)cc2)n1	-1.0	8.4	2.8	-2.5	9.9	-2.6	7.1	5.4	27.0*
CCCCc1nnc(NC(=O)CSCc2cc(=O)n3ccsc3n2)s1	-0.2	2.6	3.5	5.4	10.0	-0.1	-3.4	0.7	-0.4
CCc1c(C(=O)Nc2nnc(C3CC3)s2)csc1C	5.3	-1.8	1.6	-2.0	0.2	0.7	3.4	3.1	1.3
CCO[C@H]1OC(C(=O)O)=C[C@@H](C2CC2)[C@@H]1CCCO	-0.1	x	-0.5	-1.7	x	x	6.8	-3.9	3.4
CC(CN1CCN(C)CC1)OC(=O)c1ccc(Cl)cc1Cl (stereo not given)	0.8	3.1	-2.0	-1.9	-1.3	2.3	-3.3	-1.4	-0.2
CS(=O)CSc1nc2c(cc1C#N)CCCC2 (stereo not given)	-2.4	-9.7	0.6	2.0	3.0	3.3	2.9	0.8	-1.1
NS(=O)(=O)c1ccc(NC(=O)COC(=O)CNC(=O)C23CC4CC(CC(C4)C2)C3)cc1	-5.2	5.0	9.5	-0.1	-1.9	-2.3	-1.5	0.1	-5.8
CC12CCC(=O)N1C(C(=O)Nc1cc(Cl)ccc1N1CCOCC1)CS2 (stereo not given)	2.4	3.7	2.0	0.2	7.1	7.0	3.3	0.9	0.0
O=C(O)c1c(C(=O)O)c(-c2ccc(Br)cc2)n2c1CSC2	5.4	4.0	1.9	2.1	-0.1	6.1	-8.2	4.3	-1.2
CCSc1nnc(NC(=O)c2cc(-c3ccccc3O)n[nH]2)s1	-14.5	0.0	-7.9	3.1	3.2	-10.1	3.1	-6.4	-5.1
NNC(=O)C1CCCN1S(=O)(=O)c1ccc(Cl)cc1 (stereo not given)	-5.8	2.7	-1.6	3.1	3.1	5.4	1.4	0.6	-4.4
O=C(NCc1ccccc1)c1ccc(-c2ccc(F)cc2)o1	-6.5	6.6	1.6	-6.2	2.7	-4.5	-6.0	-2.7	0.5
O=C(c1ccccc1)c1cc2ccc(O)cc2oc1=O	1.4	2.7	9.1	2.1	7.1	5.4	-0.9	3.0	2.9
CCCCOc1ccc(CN=C(N)N)cc1Cl	1.7	1.0	4.3	7.5	5.8	-6.2	4.1	-0.6	0.7

The final 2 records of the part before open the next one.
SMILES	PME-1 inh	PAFAH1B2 FP inh	LYPLA2 counter	pPAFAH inh	PAFAH1B3 FP inh	PAFAH2 inh	GSTO1 inh	LYPLA1 counter	PAD4 inh
O=C(c1ccccc1)c1cc2ccc(O)cc2oc1=O	1.4	2.7	9.1	2.1	7.1	5.4	-0.9	3.0	2.9
CCCCOc1ccc(CN=C(N)N)cc1Cl	1.7	1.0	4.3	7.5	5.8	-6.2	4.1	-0.6	0.7
COc1ccc(NC(=O)c2ccc([N+](=O)[O-])s2)c([N+](=O)[O-])c1	1.4	5.5	-7.4	2.5	11.5	5.0	55.4*	-1.8	-1.3
Cc1cccc(N=Nc2c(O)[nH]c3ccc(F)cc23)c1	0.6	6.6	-0.3	2.1	8.2	-1.4	4.3	6.4	-0.5
COc1ccc(OC)c(C2C(C(C)=O)=C(O)C(=O)N2c2ccc(F)cc2)c1 (stereo not given)	1.6	3.6	9.6	1.4	7.8	9.0	-0.9	-0.2	-8.9
O=C(NCCCNC(=O)c1c(Cl)cccc1Cl)c1c(Cl)cccc1Cl	-1.6	5.2	-6.6	-8.3	5.3	-3.5	-3.3	-0.8	-1.4
O=C(NCc1ccccc1)C(=O)NCC1OCCN1S(=O)(=O)c1cccs1 (stereo not given)	-1.7	0.8	-5.4	16.4	2.0	7.9	3.2	-5.2	-2.5
CCN(CC)C(=O)CSc1nc2c(sc(=S)n2CC)c(=O)n1-c1ccccc1	9.5	5.1	-2.6	7.9	8.7	7.2	-6.2	2.5	3.0
O=C(Cc1ccccc1)Nc1ccc(NC(=O)c2cccc(Cl)c2)cc1	-0.4	2.8	-3.2	5.2	2.9	2.1	2.0	-2.8	-3.1
COc1ccccc1[C@@H]1C(c2cccc(Cl)c2)=NN(c2ccccc2)[C@H]1C(=O)N1CCOC1=O	2.7	1.1	1.8	0.2	3.8	-5.3	2.3	-1.6	-4.8
COC(=O)c1c(NC(=O)CN2CCC3(O)CCCCC3C2c2cc(OC)ccc2OC)sc(C)c1C (stereo not given)	-9.2	-1.2	-8.3	-12.2	-0.2	-0.7	-3.8	-7.5	-5.5
O=C(CCCn1c(=S)[nH]c2ccsc2c1=O)Nc1ccc2c(c1)OCCO2	-7.5	4.1	0.9	-1.3	3.9	4.4	31.5	-0.5	-5.0
CCOC(=O)c1sc2nc(N3CCOCC3)c3c(c2c1N)CCC3	3.9	3.6	-1.3	15.1	9.2	4.5	12.0	3.4	3.5
CSCCC(NC(=O)c1cccc([N+](=O)[O-])c1)C(=O)O (stereo not given)	2.2	-3.9	2.3	3.6	-2.3	13.3	4.1	-2.0	-1.6
Cc1nc2ccccc2nc1CN1CCC(CO)(CC2CCCCO2)CC1 (stereo not given)	-7.6	-4.0	-1.4	3.1	0.1	3.9	-2.8	-3.0	-1.9
CCOC(=O)c1c(NC(=O)C2C3C=CC(C3)C2C(=O)O)sc2c1CC(C)CC2 (stereo not given)	0.3	13.4	5.2	12.1	5.9	-1.1	6.1	-1.7	0.2
CC(C(=O)N1CCN(C)CC1)N1C(=O)c2ccccc2C1=O (stereo not given)	-0.9	-1.7	1.1	-3.2	-2.8	5.3	-0.1	-2.6	-5.0
O=C(O)c1ccc(NS(=O)(=O)c2cccc(C(=O)Nc3cccc(C(=O)O)c3)c2)cc1	-2.5	9.3	-3.6	5.8	6.9	2.1	2.5	-0.2	4.1
CCCCC(CCC(=O)Nc1ccccc1C(=O)OCC)C(=O)O (stereo not given)	-7.1	3.1	-0.6	-0.2	-2.6	6.5	1.2	0.5	1.1
N=c1c(S(=O)(=O)c2ccccc2)cc2c(=O)n3ccccc3nc2n1Cc1ccco1	6.6	1.5	-2.0	26.1*	2.8	29.3	6.9	-6.2	-7.2
COc1ccccc1CNC(=O)c1cc(-c2cccnc2)nc2ccccc12	-2.1	1.0	1.7	0.0	6.8	-3.0	16.0	5.0	1.1
Cc1ccccc1-n1c(SCC(=O)N2CCN(c3ccccc3)CC2)nnc1-c1ccncc1	-4.9	11.3	3.9	3.7	8.4	0.7	-4.2	1.6	-4.6
CCN(C(=O)Cn1cnc2c1c(=O)n(C)c(=O)n2C)C1CCS(=O)(=O)C1 (stereo not given)	0.7	0.8	1.3	-4.4	6.0	0.1	x	0.4	-9.1
COc1cccc(NC(=O)CN(C)C(=O)/C=C/c2cn(-c3ccccc3)nc2-c2ccc(C)cc2)c1	-80.1	-32.8	-82.0	-30.1	-78.0	-49.8	-82.7	-39.7	-6.0
CC(C)CCN1CCN(Cc2ccc(C#CCCO)cc2)CC1CCO (stereo not given)	3.3	1.5	8.6	2.8	2.0	4.2	0.5	-0.2	3.4
O=[N+]([O-])c1cccc2ccc(/C=C/c3ccc(F)cc3)nc12	0.0	3.5	-4.4	7.9	-0.9	-11.8	-8.4	-6.1	-5.2
O=C(NC1CCCCC1)c1cc(C2CC2)on1	-2.2	2.5	-4.0	4.4	3.8	-4.5	-2.1	-3.4	0.1
Further records.
SMILES	PME-1 inh	PAFAH1B2 FP inh	LYPLA2 counter	pPAFAH inh	PAFAH1B3 FP inh	PAFAH2 inh	GSTO1 inh	LYPLA1 counter	PAD4 inh
C=CC[C@H](CC(=O)N(CCO)Cc1ccccc1)C(=O)N[C@H](COC(=O)[C@@H](CC=C)CC(=O)OC(C)(C)C)Cc1c[nH]c2ccccc12	x	-2.0	x	9.1	7.8	5.3	x	x	7.2
c1cnc(NCCNc2ncccn2)nc1	-9.0	3.9	-5.6	0.0	-1.4	4.9	-1.8	-2.5	5.4
CC(=O)N1CN(S(=O)(=O)c2ccc(C)cc2)CC1C (stereo not given)	2.0	5.2	-4.6	4.9	10.7	-1.0	1.5	-5.7	-3.7
C/C(=C\C(=O)c1ccc(C)o1)Nc1ccc(C(=O)O)cc1C	-2.6	-2.4	-3.8	2.3	4.5	-3.8	16.6	-4.0	-0.3
COC(=O)CN1C(=O)[C@H]2[C@@H](c3ccc(C)o3)N3C(=O)CN(Cc4ccc(-c5ccccc5)cc4)C(=O)[C@@]3(C)[C@H]2C1=O	-1.4	7.7	0.8	3.7	8.2	5.0	4.5	1.1	-7.0
Cc1cc(NC(=O)c2ccccc2-c2ccccc2C(=O)O)no1	4.3	-4.4	4.1	-0.2	-1.4	-4.1	8.8	6.3	1.7
COCc1ccc(C(=O)N2CCCC(C(=O)c3ccc(Cl)cc3C)C2)o1 (stereo not given)	1.7	0.9	7.3	0.0	-1.4	2.7	-7.4	-2.4	1.3
